Screening data as filed in PubChem.
RAD52 inh: RAD52 DNA annealing inhibitors, primary screen, biochemical, FRET, single point, set 2 | hit rate 0.46% among 360,000 | recombinant RAD52 DNA annealing, FRET fluorescence | AID 651710, 2012 | DNA repair protein RAD52 homolog (Homo sapiens), P43351 | inhibition, % at 18.7 µM;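 active = every replicate showing at least 50% inhibition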
Target sequence (P43351 whole entry, looked up): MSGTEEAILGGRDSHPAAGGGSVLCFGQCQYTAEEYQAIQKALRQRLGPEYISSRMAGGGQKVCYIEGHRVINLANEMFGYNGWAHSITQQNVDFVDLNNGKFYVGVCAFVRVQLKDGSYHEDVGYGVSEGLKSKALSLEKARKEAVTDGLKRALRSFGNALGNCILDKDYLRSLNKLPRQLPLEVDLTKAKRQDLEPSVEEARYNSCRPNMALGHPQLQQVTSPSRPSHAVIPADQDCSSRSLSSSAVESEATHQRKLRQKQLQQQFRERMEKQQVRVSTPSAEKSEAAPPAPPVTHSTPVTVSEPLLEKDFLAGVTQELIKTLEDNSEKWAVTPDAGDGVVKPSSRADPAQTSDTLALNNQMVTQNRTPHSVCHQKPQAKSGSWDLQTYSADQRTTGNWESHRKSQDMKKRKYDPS
ERp5 inh: inhibitors of ERp5-driven insulin aggregation, primary screen, biochemical, turbidity, absorbance 650 nm, single point; Protein disulfide-isomerase A6 (Homo sapiens), Q15084; hit rate 0.05% among 350,000; 90 min; inhibition, % at 9.99 µM;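 active = mean replicate inhibition above about 25%, with every replicate also reaching it, limit read from the data, passing the limit was not always enough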
Target sequence (Q15084 whole entry, looked up): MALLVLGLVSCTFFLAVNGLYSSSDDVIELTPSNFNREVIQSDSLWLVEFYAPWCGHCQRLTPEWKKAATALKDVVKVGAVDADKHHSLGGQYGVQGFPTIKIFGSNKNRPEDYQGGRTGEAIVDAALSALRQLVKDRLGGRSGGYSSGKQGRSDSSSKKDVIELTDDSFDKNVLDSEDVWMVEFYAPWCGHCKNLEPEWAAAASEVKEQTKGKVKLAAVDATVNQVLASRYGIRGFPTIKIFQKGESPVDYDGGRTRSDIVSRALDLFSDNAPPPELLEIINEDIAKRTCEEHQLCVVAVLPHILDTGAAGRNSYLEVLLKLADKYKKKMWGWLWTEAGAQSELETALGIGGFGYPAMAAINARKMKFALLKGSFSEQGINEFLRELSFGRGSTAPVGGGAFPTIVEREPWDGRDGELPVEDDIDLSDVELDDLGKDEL
E-selectin induc: E-selectin induction in HUVECs, primary screen, imaging, HUVEC, immunofluorescence imaging, single point. normalized: neutral wells 0, TNF-alpha wells 100. hit rate 0.37% among 260,000. activation, % at 7.58 µM. AID 686992, 2013. P16581;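 active = mean E-selectin-positive cell signal at least 10% of the positive control, reached in at least 60% of replicates, without over 20% cell loss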;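 also: in these data hits start at about 27%; measured in HUVEC primary endothelial cells; signal is the percent of cells scored E-selectin positive by PE staining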
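material = human umbilical vein endothelial cells (HUVEC), E-selectin induction | quantity = 3,000 cells/well | medium = EGM-2 growth medium on 0.1% gelatin-coated wells | technique = immunofluorescence imaging | read-out basis = % PE-positive cells | control set = TNF-alpha positive control, DMSO neutral control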
PglD inh: C. jejuni PglD acetyltransferase inhibitors, primary screen, biochemical, DTNB colorimetric, single point | UDP-N-acetylbacillosamine N-acetyltransferase PglD (Campylobacter jejuni) | purified PglD enzyme, DTNB colorimetric CoA detection | inhibition, % at 12.5 µM | hit rate 0.098% among 360,000 | AID 602405, 2012; in the data active = inhibition above about 16%, passing the limit was not always enough; also: strong numbers were not always called active
RAD54 inh: inhibitors of human RAD54 branch migration, primary screen, biochemical, fluorescence, single point; DNA repair and recombination protein RAD54-like (Homo sapiens), Q92698; RAD54 Holliday junction branch migration, FAM/BHQ fluorescence; inhibition, % at 10.4 µM; hit rate 0.14% among 360,000; AID 602329, 2012;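 active = mean normalized replicate activity at least 40 and at least half of replicates scoring 40 or more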;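 also: 0% = median of neutral control wells and 100% = median of positive control wells; inhibitors cause a drop in the FAM fluorescence signal; in these data hits start at about 50%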
ARNT-TACC3 inh: disruptors of ARNT/TACC3 protein interaction, primary screen, biochemical, AlphaScreen, single concentration; Transforming acidic coiled-coil-containing protein 3 (Homo sapiens), Q9Y6A5; AlphaScreen His-ARNT PAS-B/GST-TACC3 binding, luminescence; TACC3 fragment carries E629A point mutation; inhibition, % at 9.99 µM; hit rate 0.66% among 390,000; AID 623870, 2012;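 active = mean inhibition of replicates at least 50% and at least half of replicates each reaching 50%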;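 also: 0% = complete ARNT plus TACC3 wells and 100% = ARNT alone without TACC3; many hits fall short of the cut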
Casp6 inh: human caspase-6 inhibitors, primary screen, biochemical, VEID-R110 fluorescence, single point, set 2. P55212. purified caspase-6, Z-VEID-R110 cleavage fluorescence. inhibition, % at 12.5 µM. hit rate 0.53% among 350,000. AID 686996, 2013;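 active = mean inhibition across replicates at least about 35%, with every replicate also reaching that limit, limit read from the data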;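 also: 0% = median of neutral control wells and 100% = no fluorescence left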
esBAF inh: Bmi1 luciferase reporter increase in mESCs, primary screen, esBAF inhibitor project, mouse ES cells, Bmi1 luciferase knock-in, single point. 24 h; 100% = twice the neutral-well signal. reporter increase, % at 12.5 µM. hit rate 2% among 350,000; in the data active = activation above about 40%;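 also: 0% = median of the plate's neutral control wells and 100% = double that signal; a rise in the Bmi1 reporter signal indicates esBAF inhibition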
* hit, by the source's call; · = not tested or not shown; & = joins results of further samples.

Second line of a record: RAD52 inh	ERp5 inh	E-selectin induc	PglD inh	RAD54 inh	ARNT-TACC3 inh	Casp6 inh	esBAF inh
- COc1cccc(NC(=O)c2cc(-c3ccc(C)o3)nc3ccccc23)c1
→ -29	10	-0.3	-4	-3	-1	2	6
- O=c1c2c(-c3cccs3)csc2ncn1/N=C/c1ccc(OC(F)F)cc1
→ ·	·	·	4	7	-5	·	-8
- C1CCN(CCC2CCCCN2)CC1 (centres undefined)
→ -25	-1	1.1	-1	-2	·	·	-5
- CC(C)(C)c1ccc(CN2C(=O)c3ccccc3S2(=O)=O)cc1
→ -1	4	·	42*	-9	2	-2	14
- CO[C@H]1CN(C)C(=O)c2ccc(NC(=O)C3CC3)cc2OC[C@@H](C)N(C(=O)C2CCOCC2)C[C@H]1C
→ 0	-2	-0.2	-3	-4	0	1	-1
- O=C(CN1c2ccccc2Sc2ccccc21)NNC(=O)Nc1cccc(Cl)c1
→ 4	-2	·	4	2	-3	-1	2
- CC(=O)N/C(=N/c1nc(C)cc(C)n1)Nc1cccc(C)c1C
→ -2	2	·	-1	4	14	-3	-8
- CCOC(=O)[C@H]1[C@H]2COc3ccc(Cl)cc3[C@@H]2N2C(=O)CN(Cc3ccc(OC)cc3)C(=O)[C@@]12C
→ -143	-4	-0.1	1	-4	3	1	-7
- O=C(/C=C\Nc1cccc(F)c1)c1ccc2c(c1)OCO2
→ ·	·	·	-3	0	-19	·	-67
- O=C(NCCS(=O)(=O)N1CCN(C(=O)c2ccco2)CC1)c1ccccc1
→ -9	-16	·	-2	-3	·	-4	9
- O=C(NCc1ccccc1)C(c1ccccc1F)N(CC1CCCO1)C(=O)c1ccccn1 (centres undefined)
→ 0	-4	·	-1	4	4	·	-3
- CC(C)(C)OC(=O)N1CCC[C@H]1C(=O)N1CCC[C@H]1C(=O)NCc1ccc(F)cc1F
→ -7	-4	-0.1	·	·	·	-2	·
- COc1ccc(S(=O)(=O)Nc2cccc3c2O[C@@H](CN(C)C(=O)NC2CCCCC2)[C@H](C)CN([C@H](C)CO)C3=O)cc1
→ -6	4	0.1	3	7	1	0	5
- COc1cc(O)c(C(CCN2CCN(c3ccccc3)CC2)c2cc(OC)c(OC)c(OC)c2)c(OC)c1 (centres undefined)
→ -4	3	-0.1	6	-5	4	0	-7
- CSCCC(NC(=O)OCc1ccccc1)C(=O)O (centres undefined)
→ ·	·	·	3	-5	-7	·	0
- CC(C)c1ccc(N(C(=O)c2ccc3c(c2)OCO3)C2C=CS(=O)(=O)C2)cc1 (centres undefined)
→ -7	-4	·	3	2	2	-5	-4
- Cc1ccc(NC(=O)C2Oc3ccccc3OC2C)cc1 (centres undefined)
→ -8	0	·	3	2	21	2	4
- C[C@@H]1CCCCO[C@@H](CN(C)C)[C@H](C)CN([C@H](C)CO)C(=O)c2cc(N(C)C)ccc2O1
→ -8	0	-0.2	5	6	-4	-2	-4
- CCCCN(C)Cc1c(C)[nH]c2c(Cl)cccc2c1=O
→ -20	5	·	·	·	3	-2	-11
- COC(OC)c1nc(SCC(=O)Nc2cccc(Cl)c2)ncc1C(=O)O
→ -7	4	-0.4	3	-2	-1	4	-13

Looked up by structure from the entries so far (2):
Second line of a record: RAD52 inh	ERp5 inh	E-selectin induc	PglD inh	RAD54 inh	ARNT-TACC3 inh	Casp6 inh	esBAF inh
- O=C(NCCS(=O)(=O)N1CCN(C(=O)c2ccco2)CC1)c1ccccc1
→ -9	-16	·	-2	-3	·	-4	9
- COc1cc(O)c(C(CCN2CCN(c3ccccc3)CC2)c2cc(OC)c(OC)c(OC)c2)c(OC)c1 (centres undefined)
→ -4	3	-0.1	6	-5	4	0	-7

(listing goes on)
Second line of a record: RAD52 inh	ERp5 inh	E-selectin induc	PglD inh	RAD54 inh	ARNT-TACC3 inh	Casp6 inh	esBAF inh
- O=C1COc2ccc(S(=O)(=O)N3CCCCCC3)cc2N1
→ -18	6	1.0	1	4	-3	-1	-3
- CCN(CC)c1ccc(C(=O)NNC(=O)c2cccn2C)cc1
→ -10	-10	·	-4	-7	-3	2	18
- O=C(OCCOc1cccc(Cl)c1)c1cc(S(=O)(=O)N2CCCCC2)ccc1N1CCOCC1
→ -23	-2	-0.1	-6	-6	-1	-4	·
- O=C(NC1CCCC1)c1cc(=O)[nH]c2ccccc12
→ -13	0	0.2	5	0	25	-2	2
- Cc1nc(N2CCOCC2)nc(OCCN2CCOCC2)c1[N+](=O)[O-]
→ -13	-13	11	5	6	·	-2	-3
- Cc1ccc(CC(=O)Nc2ccc(F)c([N+](=O)[O-])c2)cc1C
→ -10	0	·	·	·	-3	5	·
- CN(C)CCCNC(=O)C[C@H]1CC[C@@H](NC(=O)Cc2cccnc2)[C@H](CO)O1
→ 0	-5	0.1	2	9	4	-1	0
- CN(C)C(=O)C[C@H]1C[C@H]2c3cc(NC(=O)c4cccnc4)ccc3O[C@H]2[C@@H](CO)O1
→ -7	0	0.7	0	-1	8	-2	1
- CCOC(=O)N1CCN(C(=O)c2ccc(N(C)S(=O)(=O)c3ccc(C)cc3)cc2)CC1
→ -24	-11	-1.5	-2	-6	4	-1	·
- CCOc1ncccc1C(=O)Nc1cc(S(=O)(=O)N2CCCCC2)ccc1Cl
→ 7	23	·	1	2	1	0	-7
- CC(C)NC(=O)N(C)C[C@@H]1Oc2cc(-c3ccccc3F)ccc2S(=O)(=O)N([C@@H](C)CO)C[C@@H]1C
→ 9	1	0.2	4	-4	-2	4	0
- O=C(Nc1nc(-c2ccc(S(=O)(=O)N3CCOCC3)cc2)cs1)c1ccccc1
→ -20	-10	0.1&-0.3	·	·	12	-2	5
- O=C(Cc1ccc(Cl)cc1)N1CCN(C(=O)c2ccco2)CC1
→ ·	·	·	-1	9	-3	·	-3
- COc1ccc(C(=O)Nc2c(F)c(F)c(F)c(F)c2F)cc1OC
→ -16	20	-0.1	·	·	·	3	·
- O=C(COC(=O)/C=C/c1ccccc1)Nc1cccnc1Cl
→ -23	0	·	4	2	2	5	1
- CCCNC(=O)N1[C@H](CO)[C@H](c2ccccc2-c2ccc(F)cc2)[C@@H]1C#N
→ -21	-2	0.0	·	·	·	-1	·
- CC(C)CC#Cc1cnc2c(c1)C(=O)N([C@@H](C)CO)C[C@H](C)[C@@H](CN(C)C(=O)C1CCCCC1)O2
→ 11	3	2.2	-3	2	0	2	1
- COC(=O)C1C(O)=C(C(C)=N)C(=O)CC1(C)C (centres undefined)
→ ·	·	·	-13	1	-5	·	-5
- CNc1oc(Cc2cccc3ccccc23)nc1C#N
→ ·	·	·	-1	4	10	·	-7
- Cc1ccc(N2C(=O)c3ccccc3C2(O)c2ccccc2)cc1 (centres undefined)
→ -7	-8	·	-4	-16	-5	-3	6
- C=C(C)C(=O)N1CC2(CC(c3cccc(NC(=O)/C=C\C=C/C)c3)=NO2)C[C@H]1C(N)=O (some centres undefined)
→ -25	-2	·	0	-1	-2	-2	0
- CSc1ccccc1C(=O)N1CCCC(CCC(=O)NCc2ccc(F)c(F)c2)C1 (centres undefined)
→ -15	3	-0.1	-2	7	-12	2	·
- COc1ccc(/C=C2\C(=O)ON=C2c2ccccc2)cc1
→ -28	-1	0.0	-9	-2	0	2	-8
- CC(C)[C@H](NC(=O)N1CC(=O)Nc2ccccc21)C(=O)N[C@H](Cc1c[nH]c2ccccc12)C(=O)O
→ -11	2	·	-3	-2	0	8	13
- Cc1nc(C)c(NC(=O)N2CCc3ccccc32)cc1NC(=O)N1CCc2ccccc21
→ ·	·	·	-17	7	2	·	24
- CC1=C(C)CC(C(=O)NCc2cccc(Cl)c2)C(C(=O)O)C1 (centres undefined)
→ -12	1	·	0	-3	-49	-1	1
- C/C=C/c1ccc([C@H]2[C@@H](CNC(=O)c3ccccn3)N(C(C)=O)[C@H]2CO)cc1
→ ·	7	0.2	2	-6	-3	·	0
- CN1CCN(c2nc(-c3ccccc3)nc3c2oc2ccccc23)CC1
→ ·	·	·	7	31	4	·	-4
- O=C(COc1ccccc1[N+](=O)[O-])N1CCN(c2ccccn2)CC1
→ 13	-10	0.0	-1	-2	-5	1	·
- CCOc1ccc(C(=O)CC(=O)C(=O)NCCc2ccc(OC)c(OC)c2)cc1
→ -39	-6	·	-6	7	7	5	·
- O=S(=O)(NCC(c1ccc2c(c1)OCO2)N1CCOCC1)c1ccccc1 (centres undefined)
→ -11	3	0.0	-1	-7	3	2	1
- O=c1[nH]c2ccc(Cl)cc2c(O)c1Cc1ccccc1
→ -8	3	6.7	·	·	-4	-6	·
- CCNS(=O)(=O)c1ccc(-c2ccc(-n3cnnn3)cc2)cc1
→ -30	2	·	1	-16	-5	-1	0
- CC(C)CCN1C(Nc2ccccc2)=NC[C@@H]1Cc1ccccc1
→ -14	3	0.0	4	-6	-1	-1	5
- CCOC(=O)C1CCN(C(=O)COc2cccc3ccccc23)CC1
→ -7	2	0.3	8	-3	-28	1	10
- Cc1ccc(NC2CCCN(C(=O)CCn3nccc3C)C2)cc1C (centres undefined)
→ -5	7	0.1	2	-2	-11	1	0
- COc1cc(/C=C(\C#N)C(=O)NC2CCCCC2C)ccc1OS(=O)(=O)c1ccc(C)cc1 (centres undefined)
→ ·	·	1.1	-4	-2	-6	·	·
- COCCCNC(=O)C[C@H]1C[C@H](C(=O)N(C(C)C)C(C)C)[C@@]2(C)c3[nH]c4cc(CCC(=O)N(C)C)ccc4c3CCN2C1=O
→ -9	-4	·	0	-5	1	-1	2
- CC(C)CCN1CCN(Cc2ccoc2)CC1CCO (centres undefined)
→ -3	-2	·	-10	10	-6	7	-8
- CCc1cc(C=NC2CCCCC2)c(O)s1
→ ·	·	·	-4	-2	8	·	51*
- Cc1ccccc1OCc1nnc(SCC(=O)Nc2ccc(N3CCOCC3)cc2)n1C
→ 4	-2	0.0	2	-6	6	-2	7
- CCC(Oc1ccccc1F)C(=O)NCCN1CCOCC1 (centres undefined)
→ -3	-1	0.0	11	4	-29	-2	-7
- COc1ccccc1C(=O)NNC(=O)c1ccc(Cl)cc1
→ 0	5	·	·	·	-8	0	·
- Cn1c(N)c(C(=O)COC(=O)C2CCCC2)c(=O)n(C)c1=O
→ -7	0	·	·	·	8	4	·
- O=C1NC[C@H](Cc2ccccc2)N(C[C@H]2CCCN2C[C@H](Cc2ccccc2)N2C[C@H](Cc3ccccc3)N(CC3CCCCC3)C(=O)C2=O)C1=O
→ -10	1	-0.7	-2	-2	-2	3	3
- C[C@H](NC(=O)C[C@H]1C=C[C@H](NC(=O)C2CCC2)[C@H](CO)O1)c1ccccc1
→ 5	-5	-0.1	-1	5	2	0	-5
- COc1cccc(-c2ccccc2[C@@H]2[C@H](C#N)N(C(=O)c3ccccn3)[C@H]2CO)c1
→ -4	1	0.0	·	·	·	2	·
- O=C(O)[C@H]1[C@H](CO)[C@H]2Cn3c(ccc(C4=CCCCC4)c3=O)[C@H]2N1C(=O)c1ccccc1F
→ ·	·	0.3	1	-12	·	·	0
- CC(=O)Nc1ccc(NC(=O)CSc2nnc(NC(=O)C3CC(=O)N(c4ccc(F)cc4)C3)s2)cc1 (centres undefined)
→ -17	4	-0.4	5	-7	-4	3	-5
- O=C(NCCN1CCOCC1)c1csc2c1CCCCC2
→ -2	-4	·	-3	2	-2	9	10
- COc1cccc(NC(=O)COC(=O)C2=NN(c3ccccc3)C(=O)CC2)c1
→ -18	8	1.7	·	·	2	2	·
- OC[C@H]1[C@@H](c2ccc(C#Cc3ccccc3F)cc2)[C@H]2CN(Cc3cncnc3)CCCCN21
→ -7	1	-0.5	7	-17	-1	3	13
